Screening results (PubChem BioAssay)
OX1R antag-1: blocks the human orexin 1 receptor; AID 434989; 330,000 compounds, 0.43% hits; O43613; CHO/OX1R cells, Fluo-8 calcium fluorescence, orexin A; inhibition, % at 5 µM;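 active = inhibition above its plate's threshold, mean inhibition of all tested compounds on the plate plus 3 SD, cut at about 37% in these data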;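 also: 0% = orexin A challenge wells and 100% = SB-334867-A antagonist wells; not every result past the cut was called active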
OX1R antag-2: blocks the human orexin 1 receptor. O43613. OX1R-expressing cells, FRET antagonist read-out. inhibition, % at 6.6 µM. 330,000 compounds, 1.8% hits. AID 485270; in the data active = inhibition mostly above about 38%, no sharp cut-off; inactive = mostly below about 40%;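 also: 0% = agonist challenge alone and 100% = reference antagonist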
An asterisk follows results filed as active.

SMILES | OX1R antag-1 | OX1R antag-2
O=C(Nc1cc2ccccc2oc1=O)C1CCCCC1 | -8 | 6
O=C(ON=C1CCN(S(=O)(=O)c2ccccc2)CC1)c1cccc(Cl)c1 | -26 | 20
Cc1c(Cl)c([N+](=O)[O-])nn1CCCC(=O)NC1CCCCC1 | -10 | 13
O=S(=O)(NCCN1CCOCC1)c1ccc(Cl)c(Cl)c1 | -17 | -7
COc1ccc(-c2cccc3c2NC(=O)C3=O)cc1OC | -8 | -2
CC(=O)c1cccc(NC(=O)C(C)OC(=O)CCCN=C2NS(=O)(=O)c3ccccc32)c1 (centres undefined) | 1 | 13
CCC(C)c1ccc(OCC(=O)Nc2ccc3c(c2)C(=O)NC3=O)cc1 (centres undefined) | -4 | 30

Of the compounds above, these have a halogen:
SMILES | OX1R antag-1 | OX1R antag-2
O=C(ON=C1CCN(S(=O)(=O)c2ccccc2)CC1)c1cccc(Cl)c1 | -26 | 20
Cc1c(Cl)c([N+](=O)[O-])nn1CCCC(=O)NC1CCCCC1 | -10 | 13
O=S(=O)(NCCN1CCOCC1)c1ccc(Cl)c(Cl)c1 | -17 | -7

3 structures out of the list, ordered by number of heavy atoms, largest number first.
SMILES | OX1R antag-1 | OX1R antag-2
CCC(C)c1ccc(OCC(=O)Nc2ccc3c(c2)C(=O)NC3=O)cc1 (centres undefined) | -4 | 30
Cc1c(Cl)c([N+](=O)[O-])nn1CCCC(=O)NC1CCCCC1 | -10 | 13
O=S(=O)(NCCN1CCOCC1)c1ccc(Cl)c(Cl)c1 | -17 | -7
